# Statin myotox sup: suppression of simvastatin myotoxicity; C2C12 myotubes + simvastatin, ATP luminescence, 48 h; scaled: DMSO 0, geranylgeraniol control 100; rescue of ATP level, % at 7.49 µM; actives 0.78% (n = 330,000); AID 602340;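 active = mean ATP rescue above about 67%, or every replicate alone reaching that limit, limit read from the data, passing the limit was not always enough; inconclusive = no clear call, values can overlap the other calls; inactive = mean under the limit and some replicate under it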;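 note: myotubes were challenged with 10 µM simvastatin during compound exposure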
# CFTR F508del cor: correctors of CFTR F508del function in bronchial epithelial cells | activity (quench increase), % at 7.58 µM | AID 720511 | CFBE cells, YFP halide quenching; stimulated with forskolin plus potentiator P3; % fluorescence drop versus neutral controls | actives 0.36% (n = 350,000);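 active = mean added fluorescence quench of at least 8% versus neutral control, with both replicates also reaching 8%; inconclusive = only one of the mean or replicate conditions met; inactive = mean below 8% and not both replicates reaching 8%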;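 note: cells transiently co-express mutant CFTR-F508del with the halide-sensitive YFP; corrector assay measuring rescue of mutant channel to the surface after 24 h compound exposure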
# INS-1E GSIS act: GLuc luminescence reporter in INS-1E cells, primary screen for activators of glucose-dependent secretion of insulin. AID 743287. actives 0.61% (n = 370,000). INS-1E GLuc reporter insulin secretion, 2-3 h. activation, % at 16.6 µM;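 active = lowest replicate activation of at least 40%, so every replicate reaches that level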;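 note: 0% = median of neutral control wells and 100% = median of IBMX positive control wells; some compounds called inactive have numbers as strong as hits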
# FN deposit inh: fibronectin deposition inhibition | inhibition, % at 12.6 µM | AH1F fibroblasts, Alexa488-fibronectin deposition fluorescence, overnight | AID 743247 | actives 0.086% (n = 350,000);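 active = mean inhibition across replicates of 30% or more, regardless of how many single replicates reach that level; inconclusive = mean under 30% yet at least half of replicates reach 30%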;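 note: positive control wells lacked labelled fibronectin entirely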
#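 Assay system: AH1F fibroblasts assembling fluorescent fibronectin matrix; Amount: 10000 AH1F cells per well; Buffer or medium: DMEM, 2% serum; Probe or stimulus: Alexa488-fibronectin, 24 nM final in well; Doses: single compound dose, delivered by pin transfer; Incubation: 1 h adhesion, overnight exposure; Measured by: fluorescence 485/525 nm; Read-out: fibronectin deposition inhibition.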
# PglD inh: PglD (C. jejuni) enzyme inhibition; purified PglD enzyme, DTNB colorimetric CoA detection; AID 602405; actives 0.098% (n = 360,000); inhibition, % at 12.5 µM; in the data active = inhibition above about 16%, passing the limit was not always enough; inconclusive = no clear call, values can overlap the other calls; note: strong numbers were not always called active
# miR-122 sensor: blocks miR-122 activity in Huh7 sensor cells. Huh7 miR-122 Renilla luciferase sensor, 48 h; neutral wells = 0, positive control = 100. activation (reporter increase), % at 12.5 µM. actives 0.3% (n = 340,000). AID 602342;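 active = mean replicate activation score at least 90 and every replicate individually at or above 90; inconclusive = only one of the two criteria met; inactive = neither criterion met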;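 note: higher luciferase means less miR-122 activity so hits act as miR-122 inhibitors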
# Cneo AK release: Cryptococcus neoformans lysis via adenylate kinase release; C. neoformans lysis, adenylate kinase release luminescence, 4 h; normalised: neutral wells 0, clomiphene wells 100; lysis activity, % at 15 µM; actives 0.2% (n = 360,000);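 active = mean lysis activity across replicates of at least 80%, whatever share of replicates individually reach that level; inactive = mean lysis activity below 80%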
#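 read-out = cell lysis signal | test system = log-phase Cryptococcus neoformans yeast cells | input = cells at 5 × 10^6 per mL | medium = fresh YPD growth medium | signal = luminescent adenylate kinase detection reagent | timing = 4 h at 37 °C static, read 1 h later | dosing = single dose | controls = Clomiphene as positive lysis control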
# PGC1a acetyl inh: PGC1a acetylation modulation, inhibitor mode. actives 0.17% (n = 350,000). inhibition, % at 15.6 µM. U2OS PGC1a acetylation, AlphaScreen anti-acetyl-lysine; with virally co-expressed GCN5 acetyltransferase;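 active = every replicate shows inhibition of at least 40%; inconclusive = mean inhibition at least 40% but some replicate below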;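 note: 0% = neutral control wells and 100% = positive control wells; some results beyond the cut were filed as inactive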
# An asterisk follows results filed as active; ? = inconclusive; . = no result given; & = joins results of further samples; [ ] = dose if it differs, or a comment.
# Each structure is followed by: Statin myotox sup	CFTR F508del cor	INS-1E GSIS act	FN deposit inh	PglD inh	miR-122 sensor	Cneo AK release	PGC1a acetyl inh
> COc1ccc(S(=O)(=O)N(C)C[C@H]2Oc3ccc(NS(=O)(=O)c4c(C)noc4C)cc3C(=O)N([C@@H](C)CO)C[C@H]2C)cc1
 : -9	0.6	-4	8	3	3[16.7 µM]	49	-2
> Cc1nc2ccccc2c(=O)n1NC(=O)c1ccco1
 : 4	.	.	.	4	0	0	5
> Cc1ccc(S(=O)(=O)Nc2ccc3c(c2)C(=O)N([C@@H](C)CO)C[C@@H](C)[C@@H](CN(C)Cc2ccc(Oc4ccccc4)cc2)O3)cc1
 : 14	4.8	24	.	.	5[16.7 µM]	.	8
> COc1ccc(CNS(=O)(=O)c2ccc(-c3ccc(=O)[nH]n3)o2)cc1
 : 3	-1.4	13	6	-5	-6	-1	.
> O=C(C=C1CCN(c2ncc(C(F)(F)F)cc2Cl)CC1)NNC(=O)Nc1ccccc1
 : -27	.	.	-17	0	22	0	.
> Cc1ccc(S(=O)(=O)N(C)C)cc1NC(=O)C(C)OC(=O)C1CCCC1 (stereo not given)
 : -18	0.1	0	-2	7	.	0	.
> CC(C)(C)c1csc(NC(=O)Cc2ccc(S(=O)(=O)N3CCOCC3)s2)n1
 : -10	-2.2	-19	-13	.	2	.	.
> Cc1c(NC(=O)c2cc(-c3ccc4c(c3)OCO4)on2)c(=O)n(-c2ccccc2)n1C
 : .	.	-2	-6	-1	-7	4	.
> CO[C@@H]1CN(C)C(=O)c2ccc(NS(C)(=O)=O)cc2OC[C@@H](C)N(C(=O)C2CCC2)C[C@H]1C
 : -4	-2.6	-1	-4	0	1[16.7 µM]	1	.
> O=C(CSc1nc2cc(Cl)ccc2o1)Nc1ccc(N2CCOCC2)cc1
 : .	-2.8	10	.	.	0	.	-10
> Cc1noc(C)c1S(=O)(=O)Nc1ccc2c(c1)C(=O)N([C@H](C)CO)C[C@@H](C)[C@H](CN(C)CC1CCCCC1)OCCCC[C@@H](C)O2
 : -32	0.4	-14	.	3	-9[16.7 µM]	2	.
> N#C[C@H]1[C@H](c2ccc(-c3cccc(F)c3)cc2)[C@H](CO)N1C(=O)CN1CCOCC1
 : 1	-0.8	-5	18	2	.	-3	-14
> COc1ccc2cc(C#N)c(N3CCN(C(=O)c4ccccc4C)CC3)nc2c1
 : -9	3.5	-18	-5	5	-14	1	-8
> COc1ccc(-n2c(=O)[nH]c3cc(C(=O)NCCc4ccc(OC)c(OC)c4)ccc3c2=O)c(OC)c1
 : -5	2.5	-4	2	-1	-3	2	-4
> COc1ccc(NC(=O)CN(C)C(=O)CSCC(=O)Nc2ccc(C)cc2)cc1
 : 4	-1.0	-6	-5	-1	6	7	1
> O=C(COC(=O)/C=C/c1cccc(C(F)(F)F)c1)NC(=O)NCc1ccco1
 : 5	0.7	9	.	4	-6	1	-16
> O=C(c1ccc(NS(=O)(=O)c2ccc(F)cc2)cc1)N1CCOCC1
 : 23	2.2	-7	-5	0	1	2	-4
> C[C@@H]1CN([C@H](C)CO)C(=O)c2cc(NS(=O)(=O)c3cccs3)ccc2O[C@H]1CN(C)Cc1ccccc1
 : 41&24	-0.4&-0.3	3&0	7	-1&-2	-2[16.7 µM]	-1&-1	-2&-3
> O=C1c2ccccc2C(=O)c2c1ccc(O)c2O
 : 6	-1.9	.	4	4	7	0	15
> Cc1c(NC(=O)CSc2nnnn2-c2ccc(C(=O)O)cc2)c(=O)n(-c2ccccc2)n1C
 : -12	2.2	-3	-3	.	.	.	7
> COc1ccc(CNc2nc3nc(C)c(Cl)c(C)n3n2)cc1OC
 : -3	.	.	-2	-1	-5	-14	14
> COc1ccc(OC)c(NC(=O)C(=O)NNC(=O)C23CC4CC(CC(C4)C2)C3)c1
 : .	4.9	-7	0	8	1	-1	-8
> c1ccc(CCNCc2cccs2)nc1
 : -2	2.2	.	-4	-2	4	-1	.
> C[C@H]1CN([C@@H](C)CO)C(=O)c2cccc(NC(=O)Nc3ccccc3)c2O[C@@H]1CN(C)CC1CCCCC1
 : 50	-0.8	-20	.	-2	61[16.7 µM]	3	.
> CC1CCCC(NC(=O)NC(=O)COC(=O)c2ccc(O)cc2O)C1C (stereo not given)
 : 11	-1.0	2	-4	-2	-4	-1	5
> O=C(O)C1CCCN(S(=O)(=O)c2ccccc2)C1 (stereo not given)
 : .	-1.0	3	9	.	-9	.	-4
> COC(=O)c1c(NC(=O)COC(=O)C2CCC2)sc(C)c1C
 : -8	0.3	-11	-1	.	-6	.	.
> N#Cc1ccc(Cn2c(=O)c(C#N)c3n(c2=O)CCC3)cc1
 : 4	.	.	-2	3	-1	0	?
> C=CCN1[C@@H](Cc2ccccc2)COCCS1(=O)=O
 : 14	4.6	5	10	0	-4	-1	.
> C[C@@H](O)C#Cc1ccc([C@@H]2[C@H]3CN(C(=O)c4ccc(F)cc4)CCCCN3[C@H]2CO)cc1
 : .	0.4	5	.	-2	-8[16.7 µM]	0	3
> OCCC1CN(C2CCN(c3ccccc3)CC2)CCN1Cc1ccc(F)c(F)c1 (stereo not given)
 : -7	-0.1	-10	-1	-3	2	-1	22
> NC(=O)NCC(=O)N1CCN(S(=O)(=O)c2ccc(Cl)s2)CC1
 : -10	-5.4	.	0	-3	.	-2	9
> CCn1c(=O)c2ccccc2n2c(SCC(=O)NCc3cccs3)nnc12
 : 5	.	18	-2	-1	0	-4	1
> CC(C)c1cccc(-c2ccc3c(c2)S(=O)(=O)c2cccc(C(=O)NC4CCCC4)c2C3=O)c1
 : -4	-1.8	.	-2	-5	-1	8	-9
> Cc1noc(C)c1NC(=O)Nc1ccc2c(c1)CC(=O)N([C@@H](C)CO)C[C@H](C)[C@H](CN(C)S(=O)(=O)c1c(C)noc1C)O2
 : -4	0.7	-1	1	0	4[16.7 µM]	0	2
> Cc1cc(C(=O)NCCCn2ccnc2)sc1-c1ccccc1
 : -4	.	.	.	13	.	-1	5
> C[C@H](CO)N1C[C@H](C)[C@@H](CN(C)S(=O)(=O)c2cccs2)Oc2ccc(NC(=O)Cc3ccccc3)cc2C1=O
 : -9&56	3.4&1.3	14&-11	-4	-1&2	-11	11&1	6
> COc1ccc(C(=O)NCC(=O)N2CCC3(CC2)NCCc2[nH]cnc23)cc1
 : -4	2.1	4	12	2	0	-1	3
> Cc1cc2nc(CCl)cc(=O)n2[nH]1
 : .	-2.1	9	-2	.	-5	.	-3
> O=C(CN1CCOCC1)Nc1nc(-c2ccc3c(c2)CCN3S(=O)(=O)c2ccccc2)cs1
 : .	.	-7	.	6	8	1	-22
> CCOc1ccc(CCNC(=O)COC(=O)c2nccnc2N)cc1OCC
 : 6	1.2	51*	1	0	.	2	-13
> CCOC(=O)CC(/C(C)=N\O)c1ccccc1 (stereo not given)
 : 6	.	.	-6	-3	0	-2	.
> COc1cccc(C2=NOC(C(=O)Nc3cccnc3)C2)c1 (stereo not given)
 : .	.	0	-8	.	-4	.	-3
> O=C(N/N=C/CCc1ccccc1)c1ccc(CN2c3cccc4cccc(c34)S2(=O)=O)cc1
 : .	.	-20	0	2	-1	-2	13
> CCOc1cc(C2C(C(C)=O)=C(C)Nc3ncnn32)ccc1O (stereo not given)
 : -2	.	.	.	4	0	-1	-1
> CC(C)CC#Cc1ccc2c(c1)O[C@@H](CN(C)Cc1ccccc1)[C@@H](C)CN([C@@H](C)CO)S2(=O)=O
 : .	1.7	-1	-8	.	4[16.7 µM]	.	38
> O=C(C[C@@H]1CC[C@H]2[C@@H](COC[C@@H](O)CN2CC2CC2)O1)NCC1CC1
 : 12	-2.5	-4	-3	-1	12[16.7 µM]	-4	5
> COc1ccc(C(C(=O)NCC2CCCO2)N(C(=O)c2snc(C(N)=O)c2N)c2ccccc2)cc1OC (stereo not given)
 : 1	2.5	1	-4	0	-5	-4	.
> Cc1cc(C)c(-c2noc(C(=O)OC(C)(C)C)c2C(=O)OC(C)(C)C)c(C)c1
 : -22	.	-12	.	-3	-1	0	6
> COc1cc(/C=C/C(=O)OCC(=O)N(CC(C)C)c2c(N)n(Cc3ccccc3)c(=O)[nH]c2=O)ccc1O
 : 1	2.7	.	2	4	-4	1	-17

# Next records:
# Each structure is followed by: Statin myotox sup	CFTR F508del cor	INS-1E GSIS act	FN deposit inh	PglD inh	miR-122 sensor	Cneo AK release	PGC1a acetyl inh
> C[C@H]1CN([C@@H](C)CO)C(=O)c2cccc(NC(=O)C3CCOCC3)c2O[C@@H]1CN(C)S(=O)(=O)c1ccc(F)cc1
 : -16	0.2	9	.	0	-4[16.7 µM]	-1	-7
> CC(C)C(C)N(Cc1ccc(C(=O)O)cc1)C(=O)c1ccc2ccccc2n1 (stereo not given)
 : .	-1.2	-8	5	-2	3	-3	-1
> O=C(Nc1ccccc1)c1ccc(S(=O)(=O)NCc2cccnc2)cc1
 : 8	-0.8	-5	0	-1	-2	0	0
> Cc1ccc(Cl)cc1NC(=O)COC(=O)c1ccccc1O
 : .	4.1	21	4	0	-4	1	-6
> O=C(C[C@H]1C[C@H]2c3cc(NS(=O)(=O)c4ccc(F)cc4)ccc3O[C@H]2[C@H](CO)O1)NCCc1ccccc1
 : 3	-0.1	-31	.	-2	7[16.7 µM]	-1	-7
> CN(C(=O)Nc1cnccc1C(F)(F)F)C1CCCCC1
 : 3	0.7	2	-1	3	-2	1	.
> CCOC(=O)C1=CN(Cc2cccc(F)c2)S(=O)(=O)N(CC)C1c1ccc(C(F)(F)F)cc1 (stereo not given)
 : 14	0.4	-7	.	-3	.	-1	.
> CN(C(=O)CN1CCN(c2ccccc2F)CC1)C1CCCc2ccccc21 (stereo not given)
 : -21	3.3	-18	5	-1	2	2	7
> C[C@@H]1CN([C@H](C)CO)C(=O)CCCn2cc(nn2)CO[C@@H]1CN(C)C(=O)c1ccncc1
 : -17	4.2	0	-1	.	-3[16.7 µM]	.	5
> COC(=O)c1cc(C(=O)Nc2nnc(CC(C)(C)C)s2)cc([N+](=O)[O-])c1
 : -2	.	-28	.	0	-2	-3	.
> COc1ccc(C#Cc2ccc3c(c2)[C@]2(C(=O)N3)[C@H](C(N)=O)[C@H]3C(=O)O[C@H](c4ccccc4)[C@H](c4ccccc4)N3[C@@H]2c2ccc(O)cc2)cc1
 : .	-4.8	.	.	0	.	2	7
> CCOC(=O)CCCCC(=O)c1[nH]c(=O)[nH]c1Cn1cnc2ccccc21
 : -4	-4.0	11	.	1	-3	-5	8
> Cc1[nH]c2nc3ccccc3n2c(=O)c1CCC(C)C
 : -4	.	.	.	-6	1	1	4
> Nc1nonc1-c1nc2ccccc2n1CC(=O)NC1CCCC1
 : -5	.	-2	.	-3	3	-2	-15
> Cc1ccc(N2C(=S)NC3c4ccccc4OC2(C)C3C(=O)N(C)C)cc1 (stereo not given)
 : 14	0.5	-6	-20	-4	2	1	7
> N#C[C@@H]1N[C@H](CO)[C@@H]1c1ccccc1
 : 8	-0.9	6	-6	0	.	-1	0
> O=C(CS(=O)c1ccccc1[N+](=O)[O-])Oc1ccc(Br)cc1 (stereo not given)
 : .	-0.3	-43	9	.	.	.	-3
